TSG101-PTAP inh = qHTS Assay for Iinhibitors of HIV-1 Budding by Blocking the Interaction of PTAP/TSG101; Tumor susceptibility gene 101 protein (Homo sapiens), Q99816; Fluorescence polarization, FITC-PTAP peptide / Tsg101 binding; Potency, µM (series often up to 115 µM), for inactives: at the highest dose activity change, negative = inhibition, most hits filed as inhibitors; 340,000 tested, under 10 active; AID 493005, 2010; active = well fitted inhibition curve with a large enough effect in the main read-out, with a control signal flat, not every such curve was filed as active; inconclusive = small, poorly fitted or top-dose-only effect, or effect the other way, or a change in a side signal; inactive = no such curve, though single readings can be large or run the other way; also: potency is read from the fitted curve at half-maximal effect; % of control where 0% means no effect
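Steps: Tsg101 binding domain dispensed (10 uM final), compounds pinned in DMSO, FITC-labeled PTAP-motif peptide added (50 nM final); after 20 min binding at room temperature, polarization measured.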
A-T KAP1 phos = qHTS Assay for Identifying a Potential Treatment of Ataxia-Telangiectasia. […] A-T fibroblasts, KAP-1 phosphorylation AlphaLISA; neocarzinostatin DNA damage 30 min before lysis. Potency, µM (series often up to 57.5 µM), inactives show at the highest dose activation, most hits filed as activators. 320,000 compounds, 0.19% hits. AID 485349, 2010; also: potency is read from the fitted curve at half-maximal effect; % of control where 0% means no effect; nearly all actives have a fitted effect of over 45% in size
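hTERT-immortalized A-T patient fibroblasts ([…]), 500 cells/well in OPTI-MEM, 1% FBS, got compounds for 60 min, then NCS for 30 min at 37C. Lysates were then assayed for phospho-KAP-1 by AlphaLISA (anti-pKAP1 donor, anti-KAP1 acceptor beads), 6 hr at 25C.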
TCR activator = Activators of T cell receptors: qHTS campaign; primary human leukocytes, anti-CD3, IL-2 HTRF, 48 h; Potency, µM (doses to about 9.22 µM), without a hit: at the top dose activation of IL-2 secretion, actives largely listed as activators; 330,000 tested, under 10 active; AID 504894, 2011; also: % of control where 0% means no effect
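Primary human leukocytes receive a-CD3 beads and test compound and are incubated 48 hr. Secreted IL-2 is then assayed by HTRF, measuring 665nm acceptor emission after 320nm excitation of the europium donor.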
a7 integrin act = qHTS for Activators of Integrin-Mediated Alleviation for Muscular Dystrophy; alpha7betagal myoblasts, beta-gal FDG fluorescence, 48 h; Potency, µM (series often up to 38.3 µM), for inactives: at the highest dose activation, actives largely listed as activators; 350,000 compounds, 0.064% hits;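 also: potency is read from the fitted curve at half-maximal effect; 100% = response of the positive control SU9516; nearly all actives have a fitted effect of over 60% in size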
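Alpha7betagal+/- myoblasts (passage 13) were plated 16-24 hr, then exposed to compounds (1:260 dilution of DMSO stock) for 48 hours at 37C. After MPER lysis, β-galactosidase reporter activity was read as FDG fluorescence (ex 480/em 540) after 30 minutes.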
Chronic BCR inh = qHTS Assay to Find Inhibitors of Chronic Active B-Cell Receptor Signaling | ABC-DLBCL IkBa-CBG/CBR reporter, luminescence ratio, 4 h | Potency, µM (highest dose often 46.1 µM), for the others: at the top dose ratio change, negative = lower green/red ratio, hits mostly inhibitors | AID 493014, 2011 | 340,000 compounds, 0.05% hits; active = well fitted inhibition curve with a large enough effect in the signal ratio, with a control signal flat, not every such curve was filed as active; inconclusive = small, poorly fitted or top-dose-only effect, or effect the other way, or a change in a side signal; the % refers to the signal ratio;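 also: potency is read from the fitted curve at half-maximal effect; plate controls were basal doxycycline-induced cells for no effect and cells given 10 µM MG132 for full effect; MG132 reads +100%, hits lower the ratio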
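Cell line TMD8 (human ABC DLBCL), stably expressing tet-inducible CBG68-IkBa fusion and CBR; IMDM/0.5% FBS; cpd up to 46 uM; dox induction, 4 h, 37C/5% CO2; dual luminescence; green/red ratio; MG132 control.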
Mito fusion act = qHTS Assay for Small Molecule Inhibitors of Mitochondrial Division or Activators of Mitochondrial Fusion. S. cerevisiae fusion-defective mutant growth rescue, CellTiterGlo 48 h. Potency, µM (doses to about 46.1 µM), for inactives: top-dose growth rescue (activation), most hits filed as activators. 320,000 compounds, 0.23% hits. AID 485298, 2010;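 also: potency is read from the fitted curve at half-maximal effect; % of control where 0% means no effect; nearly all actives have a fitted effect of over 45% in size; temperature-sensitive fusion mutants such as fzo1-1 at 37 °C on non-fermentable ethanol glycerol medium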
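Read-out: ATP-based luminescence (CellTiterGlo, 10 min ambient) reporting growth of fusion-defective ts yeast after 48 hours at 37C on glycerol/ethanol YPEG medium in the presence of compound.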
Tb PFK block = qHTS Assay to Find Inhibitors of T. brucei phosphofructokinase; ATP-dependent 6-phosphofructokinase (Trypanosoma brucei brucei), O15648; T. brucei PFK, ADP-Glo luminescence; Potency, µM (doses to about 57.5 µM), without a hit: top-dose activity, negative = inhibition, most hits filed as inhibitors; 330,000 compounds, 0.17% hits; AID 485367, 2010;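 also: potency is read from the fitted curve at half-maximal effect; 0% = uninhibited 1x PFK enzyme wells and -100% = no-enzyme wells; nearly all actives have a fitted effect of over 60% in size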
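Compounds were pin-transferred as a titration series up to 57 uM into substrate buffer (0.5 mM F6P, 0.1 mM ATP, pH 8.0), then 1.25 nM PFK was added and reactions ran 45 min before ADP-Glo detection.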
ELG1 DNA repair = qHTS screen for small molecules that inhibit ELG1-dependent DNA repair in human embryonic kidney (HEK293T) cells expressing luciferase-tagged ELG1 | Potency, µM (doses to about 46.1 µM), for inactives: at the highest dose activity change, negative = inhibition, actives largely listed as inhibitors | 330,000 compounds, 2.3% hits | HEK293T ELG1-luciferase reporter, luminescence, 16 h; DNA damage induced by 5-fluorouridine; also: potency is read from the fitted curve at half-maximal effect; % is scaled to controls: 0 for no effect and ±100 for the full control effect; nearly all actives have a fitted effect of over 55% in size
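In this reporter screen, reduction of luminescence relative to DMSO vehicle indicated activity. Compounds and 5-fluorouridine were added together to 2,000 cells per well, incubated for 16 hr at 37 °C, then developed with ONE-Glo.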
Eya2 phos inh = qHTS Assay for Inhibitors of the Phosphatase Activity of Eya2; Protein phosphatase EYA2 (Homo sapiens), O00167; recombinant Eya2, OMFP fluorescence dephosphorylation (OMFP is methylfluorescein phosphate); Potency, µM (top dose mostly 76.9 µM), for the others: at the top dose activity, negative = inhibition, usual class: inhibitors; 330,000 compounds, 0.006% hits; also: potency is read from the fitted curve at half-maximal effect; % is scaled to controls: 0 for no effect and ±100 for the full control effect
Target sequence (O00167 whole entry, looked up): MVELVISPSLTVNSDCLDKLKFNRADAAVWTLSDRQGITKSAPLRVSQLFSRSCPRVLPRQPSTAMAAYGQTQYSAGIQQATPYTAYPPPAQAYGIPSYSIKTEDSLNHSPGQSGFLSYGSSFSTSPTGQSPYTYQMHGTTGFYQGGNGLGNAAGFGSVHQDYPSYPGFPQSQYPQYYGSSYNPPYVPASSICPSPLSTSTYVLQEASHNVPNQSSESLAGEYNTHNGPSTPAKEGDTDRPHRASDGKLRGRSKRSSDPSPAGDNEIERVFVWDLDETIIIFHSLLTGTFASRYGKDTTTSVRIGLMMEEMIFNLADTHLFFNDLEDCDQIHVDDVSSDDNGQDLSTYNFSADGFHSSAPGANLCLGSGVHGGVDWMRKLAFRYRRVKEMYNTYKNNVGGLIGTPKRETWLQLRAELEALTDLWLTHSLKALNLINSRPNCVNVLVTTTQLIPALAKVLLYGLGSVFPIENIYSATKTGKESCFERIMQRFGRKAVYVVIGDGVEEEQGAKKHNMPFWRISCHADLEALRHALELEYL
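Eya2 (0.2 uM) preincubated 10 min at ambient with compound, then OMFP substrate added at 50 uM; 10 min reaction in 50 mM HEPES pH 7.5, 50 mM NaCl, 5 uM MgCl2, 0.05% BSA, 1 mM DTT. Fluorescence read at Ex 485/Em 525 nm.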
TSHR antag = Antagonists of the Thyroid Stimulating Hormone Receptor: HTS campaign. Thyrotropin receptor (Homo sapiens), P16473. TSHR-expressing cells, TSH-stimulated cAMP HTRF, 2 h; hits give low values. activity change, negative = inhibition, % at 11.5 µM. 330,000 compounds, 0.2% hits;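 active = activity change below a set negative limit, meaning inhibition stronger than a set level, cut at about -70% in these data; inconclusive = activity change between two set negative limits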; also: % is scaled to controls: 0 for no effect and ±100 for the full control effect
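Antagonism was scored as loss of TSH-driven cAMP in TSHR cells, stimulated with 4nM TSH (EC80) for 2 hours at 37 deg C and detected by homogeneous HTRF competition immunoassay.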
ASM inhibitor = Inhibitors of Secretory Acid Sphingomyelinase (S-ASM): qHTS | Sphingomyelin phosphodiesterase (Homo sapiens), P17405 | placental ASM, HMU-PC fluorogenic substrate, 60 min | Potency, µM (doses to about 57.5 µM), without a hit: top-dose activity change, negative = inhibition, usual class: inhibitors | 340,000 compounds, 0.006% hits | AID 504937, 2011; also: potency is read from the fitted curve at half-maximal effect
Target sequence (P17405 47-631 limits assumed): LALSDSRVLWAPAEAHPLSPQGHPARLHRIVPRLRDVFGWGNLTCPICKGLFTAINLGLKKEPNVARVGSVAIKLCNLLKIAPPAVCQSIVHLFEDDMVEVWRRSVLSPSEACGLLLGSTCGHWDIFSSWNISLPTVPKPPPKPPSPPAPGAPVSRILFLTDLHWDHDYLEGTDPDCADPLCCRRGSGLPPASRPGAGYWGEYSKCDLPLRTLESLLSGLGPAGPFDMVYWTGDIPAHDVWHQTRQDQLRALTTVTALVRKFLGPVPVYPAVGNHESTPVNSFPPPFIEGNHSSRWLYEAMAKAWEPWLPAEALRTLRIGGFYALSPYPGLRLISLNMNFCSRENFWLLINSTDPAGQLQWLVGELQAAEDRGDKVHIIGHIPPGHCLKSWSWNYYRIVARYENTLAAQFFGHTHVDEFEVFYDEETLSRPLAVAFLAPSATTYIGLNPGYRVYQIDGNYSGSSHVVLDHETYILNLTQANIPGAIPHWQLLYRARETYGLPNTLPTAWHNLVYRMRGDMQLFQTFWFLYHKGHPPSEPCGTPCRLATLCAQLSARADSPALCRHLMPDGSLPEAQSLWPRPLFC
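HMU-PC0 cleavage (9 uM final) by human placental ASM, 60 min at 37 °C following 10 min compound exposure at RT; stopped at pH 10, fluorescence Ex 386/Em 447 nm.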
Active calls of the source: *; ? = inconclusive; . = no result given; [ ] = dose if it differs, or a comment. Unless noted, calls follow the shape of the dose curve; as a rule, active = well fitted curve in the direction sought with a large enough effect; inconclusive = small, poorly fitted or top-dose-only effect, or another doubt; inactive = no such curve, though single readings can be large; an effect the other way counts as inactive or inconclusive.

SMILES	TSG101-PTAP inh	A-T KAP1 phos	TCR activator	a7 integrin act	Chronic BCR inh	Mito fusion act	Tb PFK block	ELG1 DNA repair	Eya2 phos inh	TSHR antag	ASM inhibitor
CC(C)(C)NS(=O)(=O)c1ccc(NS(C)(=O)=O)cc1	-3.8%	2.5%	-3.2%	?	?	1.5%	2.1%	1.8%	5.3%	5.5	3.9%
Brc1ccc(OCc2cn3ccccc3n2)cc1	-3.3%	-4.9%	12.2%	11.7%	?	9.5%	2.5%	?	13.4%	3.3	2.9%
CCCCOc1ccc(-c2nnn(CC(=O)NCCc3c[nH]c4ccccc34)n2)cc1	0.5%	3.4%	2.4%	-11.7%	-11.6%	4.1%	0.5%	7.5%	2.0%	-1.7	-13.6%
Cc1cc(C)c(S(=O)(=O)N(C)CC(=O)NCCCn2ccnc2)c(C)c1	-4.0%	1.9%	2.3%	4.5%	12.3%	-5.3%	-0.1%	12.0%	-16.9%	9.7	1.2%
O=C(COC(=O)C1CCC(=O)N1)Nc1ccccc1Br (configuration not stated)	-1.1%	7.4%	1.9%	-1.9%	?	-3.6%	3.2%	10.3%	4.5%	-4.8	2.7%
Cc1ccc(COn2nnc3ccc(S(=O)(=O)N4CCOCC4)cc32)cc1	-1.8%	9.9%	-3.8%	16.7%	0.0%	3.1%	0.0%	0.9%	-1.5%	7.5	0.1%
CCOC(=O)Cn1c(CN2CCc3ccccc3C2)nc2c1c(=O)n(C)c(=O)n2C	-4.1%	-0.6%	1.4%	-7.3%	?	-6.8%	-3.8%	?	-31.2%	-15.8	4.9%
OCCN1CCN(c2ncnc3sc4c(c23)CCCC4)CC1	-3.6%	5.6%	1.9%	17.9%	-21.1%	4.3%	1.1%	-9.6%	-9.2%	-29.4	2.1%
CN(CC(=O)NCCc1ccccc1)S(=O)(=O)c1cnc[nH]1	2.4%	7.7%	-1.3%[46.1 µM]	-7.6%	1.4%	-0.5%	1.3%	21.0%	4.8%	0.0	1.2%
Cc1cc(C)n(-c2nnc(C)n2/N=C/c2ccccc2O)n1	-2.0%	2.3%	-1.5%	15.9%	2.9%	-4.5%	6.7%	-6.5%	-0.6%	-0.8	113.8%[activator]
CCCCN(C(=O)C1CCC1)c1c(N)n(CC(C)C)c(=O)[nH]c1=O	0.5%	0.2%	-1.8%	0.0%	-2.7%	-3.9%	1.0%	0.2%	-21.4%	-1.2	3.9%
CC(=O)Nc1cccc(C(=O)N2CCN(Cc3ccccc3)CC2)c1	-1.5%	9.5%	-28.4%	7.0%	?	-0.9%	1.5%	-1.1%	-27.3%	0.2	0.0%
N=c1c(C(=O)NCCc2ccccc2)cc2c(=O)n3ccccc3nc2n1Cc1ccco1	-4.7%	10.6%	-1.9%	-34.8%	-1.9%	-1.8%	7.7%	20.6µM*	-1.2%	-18.4	485.1%[activator]
COc1cccc(CN(C)C(=O)C23CC4CC(CC(NC(C)=O)(C4)C2)C3)c1OC	-4.6%	-4.9%	-0.1%	-2.4%	-3.5%	0.8%	2.4%	6.5%	-5.8%	8.6	5.6%
COC(=O)C1C(=O)C(C(=O)c2ccccc2)C(=O)CC1(C)C (configuration not stated)	0.7%	7.3%	-4.1%	9.6%	-2.1%	2.9%	0.3%	3.0%	11.5%	-1.1	1.1%
CN(C(=O)NC1CC(=O)N(c2ccc3c(c2)OCCO3)C1)c1ccccc1 (configuration not stated)	-2.9%	2.7%	2.2%	0.0%	-0.2%	-4.1%	-6.9%	?	-30.3%	14.5	1.0%
O=C(c1ccc(-n2cncn2)c([N+](=O)[O-])c1)N1CCN(S(=O)(=O)c2ccccc2Br)CC1	-1.6%	-2.0%	1.4%	-3.4%	0.8%	-3.2%	-0.8%	-2.7%	?	-1.5	1.0%
COc1ccc(NC(=O)c2ccc(-c3nn(C)c(=O)c4ccccc34)cc2)cc1C(N)=O	-1.5%	-5.6%	12.1%	35.0%	?	1.8%	0.1%	0.4%	-1.4%	5.6	11.0%
NNC(=S)Nc1ccc(S(=O)(=O)N2CCCCC2)cc1	2.9%	-5.3%	-1.4%	13.1%	5.6%	-1.9%	-5.3%	-5.0%	-14.1%	5.8	-1.7%
Cc1ccc(CC(=O)Nc2cc(C)on2)cc1	-0.6%	-6.0%	-0.6%	?	2.0%	-1.1%	0.0%	25.7%	15.9%	-0.1	2.8%
COC(=O)CCC(=O)Nc1c(C)n(C)n(-c2ccccc2)c1=O	-8.8%	1.7%	4.6%	37.4%	4.4%	-6.0%	3.5%	0.9%	13.5%	3.1	5.8%
COc1ccc(Cl)cc1NC(=S)NNC(=O)CC(C)C	-4.7%	5.9%	0.2%	-8.3%	3.9%	-4.6%	1.1%	4.5%	5.9%	-2.4	-0.7%
COCc1c(C(=O)OCC(=O)NCCc2ccc(S(N)(=O)=O)cc2)oc2ccccc12	-6.7%	1.2%	3.0%	5.3%	-3.4%	-2.1%	-6.0%	-12.8%	-15.3%	-4.2	-3.6%
CC1CCN(C(=O)/C(=C\c2cccs2)NC(=O)c2ccccc2)CC1	3.1%	-1.0%	-6.9%	?	12.4%	2.3%	10.1%	-12.3%	3.9%	-5.1	1.4%
Cc1cc(C)cc(OCC(O)CN2CC(C)OC(C)C2)c1 (configuration not stated)	1.3%	0.5%	.	-21.1%	?	10.4%	0.7%	-4.0%	18.0%	18.0	6.9%
The results go on.
SMILES	TSG101-PTAP inh	A-T KAP1 phos	TCR activator	a7 integrin act	Chronic BCR inh	Mito fusion act	Tb PFK block	ELG1 DNA repair	Eya2 phos inh	TSHR antag	ASM inhibitor
Cc1nn(C(C)C(=O)NCc2ccco2)c(C)c1[N+](=O)[O-] (configuration not stated)	3.0%	1.6%	-1.3%	1.4%	0.3%	-1.0%	-1.8%	3.7%	-29.3%	-10.0	4.1%
CCOc1ccc(-c2nc(CN(Cc3ccccc3)C[C@@H]3CCC(=O)N3)c(C)o2)cc1	-2.7%	-1.0%	-2.5%	12.1%	-0.5%	-0.7%	-1.7%	-4.9%	-7.3%	-2.5	-2.2%
CCN(CC(=O)Nc1c(F)cccc1F)C(=O)Cn1[nH]c(=O)c2ccccc2c1=O	-2.2%	-2.2%	-4.2%	-13.4%	4.9%	-6.8%	-7.0%	14.9%	-21.9%	3.3	6.5%
Cc1ccccc1Cn1nc(C)c(NC(=O)c2cc(-c3cccs3)on2)c1C	-4.3%	2.6%	2.1%	-32.8%	-6.5%	0.1%	-0.2%	-19.4%	0.0%	-6.6	-0.1%
CCOC(=O)c1c(N)sc(C(=O)Nc2ccccc2F)c1C	-0.9%	0.9%	0.1%	30.0%	?	14.3%	-0.3%	?	2.4%	-0.4	-0.4%
CC(=O)N(Cc1cc2ccccc2[nH]c1=O)c1ccc(C)cc1	0.4%	-0.8%	-6.6%	20.1%	-16.6%	0.3%	0.4%	-0.5%	-2.5%	-0.9	-2.3%
Cc1cc(C)cc(N2C(=O)CC(n3ccnc3)C2=O)c1 (configuration not stated)	-7.4%	.	4.5%	8.6%	.	1.2%	.	.	.	.	-0.5%
CCOc1ccc(C(C)=O)cc1Cn1nc(C(=O)O)c2ccccc2c1=O	-2.5%	-0.9%	-1.4%	25.5%	?	-0.1%	3.6%	?	6.5%	13.6	-9.8%
CN(C)c1cc(-c2ccc(Cl)cc2)oc(=O)c1Cl	-1.8%	-3.6%	2.1%	1.1%	?	2.7%	-0.7%	0.0%	1.1%	-4.6	0.9%

Bioassay records as filed in PubChem.
